SENP8 block – blocks human SENP8 cleavage of Nedd8 substrate. Q96LD8. recombinant SENP8, Nedd8 substrate fluorescence. inhibition, % at 20 µM. 360,000 compounds, 0.64% hits; in the data active = inhibition mostly above about 40%, no sharp cut-off; inactive = mostly below about 27%
Target sequence (Q96LD8 whole entry, looked up): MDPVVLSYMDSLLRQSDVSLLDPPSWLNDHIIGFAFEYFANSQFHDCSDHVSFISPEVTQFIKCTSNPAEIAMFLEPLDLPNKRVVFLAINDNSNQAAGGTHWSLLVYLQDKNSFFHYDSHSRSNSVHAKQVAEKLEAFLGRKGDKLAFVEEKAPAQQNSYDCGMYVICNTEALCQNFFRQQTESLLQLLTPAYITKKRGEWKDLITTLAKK
ATG4B inhibitor – blocks human ATG4B protease cleavage of LC3 substrate | Q9Y4P1 | AID 504462 | ATG4B cleavage of LC3-PLA2, NBD-HPC fluorescence, 1 h | 340,000 compounds, 0.51% hits | inhibition, % at 8.33 µM; in the data active = inhibition above about 40%
GRIN3A LBD mod – modulators (binders) of human NR3A ligand-binding domain; NR3A LBD differential scanning fluorimetry, Tm shift; 0% = protein alone, 100% = glycine-bound protein; Tm shift relative to glycine control, % at 25 µM; 340,000 compounds, 2.5% hits; AID 1259313;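 active = melting temperature shift of at least 10% of the positive control shift, at one fixed dose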
MPTP block – inhibitors of mitochondrial permeability transition pore. AID 602449. 360,000 compounds, 1.4% hits. isolated mouse mitochondria, Ca2+ swelling absorbance, 30 min. inhibition, % at 10 µM;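 active = inhibition of 50% or more, scaled per plate between neutral and stimulator controls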;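 also: 0% = DMSO wells given calcium and 100% = 1 mM EGTA wells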
PfG6PD inh – PfG6PD (Plasmodium falciparum) enzyme inhibition | PfGluPho enzyme, NADPH resazurin-diaphorase fluorescence | inhibition, % at 20 µM | 350,000 compounds, 0.78% hits | AID 504690;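 active = inhibition reaching at least a set limit at 20 µM in the primary screen, cut at about 59% in these data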;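 also: 0% = DMSO wells with substrate and 100% = DMSO wells lacking glucose-6-phosphate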
SENP1 inh – blocks the human SENP1 SUMO protease catalytic domain. recombinant SENP1 catalytic domain, CyPet-SUMO1-YPet FRET cleavage. AID 624204. Q9P0U3. 360,000 compounds, 0.21% hits. inhibition, % at 10 µM;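 active = inhibition at least 30% at 10 µM, raw YFP signal under a set limit, fluorescence ratio 0.5 to 1.5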;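 also: 0% = enzyme with DMSO and 100% = no enzyme wells; some results filed as inactive read as strong as hits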
Target sequence (Q9P0U3 419-644 limits assumed): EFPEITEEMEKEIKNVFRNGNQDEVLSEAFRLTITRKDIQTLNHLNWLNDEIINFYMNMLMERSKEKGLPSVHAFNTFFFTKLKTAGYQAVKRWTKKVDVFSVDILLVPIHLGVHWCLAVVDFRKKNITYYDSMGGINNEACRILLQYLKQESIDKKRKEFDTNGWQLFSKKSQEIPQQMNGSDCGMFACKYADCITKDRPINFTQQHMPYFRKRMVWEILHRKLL
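System: Recombinant human SENP1 catalytic domain, His6-tagged | Incubation: Enzyme reaction for 50 min at room temperature, dark | Medium: Tris pH 8 with BME, BSA, NP40 and catalase | Also added: 25 nM SUMO1 FRET substrate | Compound: 10 µM single point, 0.5% DMSO | Measured by: FRET fluorescence in CFP and YFP emission channels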
hIAP act – increases human intestinal alkaline phosphatase activity. purified human IAP, CDP-Star luminescence, 30 min; active compounds read high; 1 = vehicle-only enzyme, 0 = enzyme-free background. activation factor at 10 µM. 330,000 compounds, 0.16% hits. AID 2524;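 active = activation factor of the enzyme at least 2-fold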; also: the source names both 10 and 20 µM as test concentration; values of inactives mirror those of a sister screen read the other way
SENP6 inh – SENP6 protease inhibition | inhibition, % at 10 µM | Recombinant SENP6 catalytic domain, aminoluciferin luminescence | 330,000 compounds, 1.8% hits | AID 2599;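 active = inhibition above about 50% at the single tested dose, limit read from the data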;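 also: plate controls were DMSO wells with enzyme for no effect and DMSO wells lacking enzyme for full effect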
Target sequence (Q9GZR1 628-1112 limits assumed): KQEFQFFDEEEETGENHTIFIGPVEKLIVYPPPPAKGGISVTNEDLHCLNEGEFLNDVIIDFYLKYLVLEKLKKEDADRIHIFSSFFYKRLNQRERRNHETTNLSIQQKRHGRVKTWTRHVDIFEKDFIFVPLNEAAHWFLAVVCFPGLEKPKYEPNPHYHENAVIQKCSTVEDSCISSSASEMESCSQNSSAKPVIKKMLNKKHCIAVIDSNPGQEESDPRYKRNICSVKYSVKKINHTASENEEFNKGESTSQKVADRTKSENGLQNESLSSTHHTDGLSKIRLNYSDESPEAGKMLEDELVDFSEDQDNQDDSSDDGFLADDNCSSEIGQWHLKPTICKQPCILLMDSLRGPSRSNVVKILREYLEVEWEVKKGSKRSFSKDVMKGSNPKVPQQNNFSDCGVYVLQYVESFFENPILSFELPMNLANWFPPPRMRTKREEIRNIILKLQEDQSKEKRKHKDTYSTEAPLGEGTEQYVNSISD
Numbers without * were called inactive; . = not tested or not shown. No enrichment for hits; 6.7% or so of the library scored in one or more.

SMILES	SENP8 block	ATG4B inhibitor	GRIN3A LBD mod	MPTP block	PfG6PD inh	SENP1 inh	hIAP act	SENP6 inh
COc1ccc(NC(=O)C(C)NS(=O)(=O)c2ccccc2)cc1Cl (stereo not drawn)	15	-3	0	-0.4	5	2	1.1	-17
CCOc1ccc(-n2c(-c3ccco3)n[nH]c2=S)cc1	-31	2	-1	-4.0	54	0	0.91	-6
O=C(CCCn1c(=O)oc2ccccc21)Nc1ccccc1	4	-9	-5	-2.7	12	2	1	0
COc1cccc(N2C(=O)C3NN=C(C(=O)CN4C(=O)c5ccccc5C4=O)C3C2=O)c1 (stereo not drawn)	3	-12	1	1.4	0	2	1.1	-7
CC(=O)c1cccc(NC(=O)CCNS(=O)(=O)c2cccc3nsnc23)c1	21	-16	0	0.9	28	3	0.99	1
COc1ccc(C(=O)NC(=S)NCc2ccc(-c3nc4ccccc4o3)cc2)cc1OC	2	3	-4	0.1	-8	0	0.83	12
CCOC(=O)N/N=C/c1ccccc1F	29	-4	2	-1.4	15	-1	0.83	-14
COc1ccc2oc(C(=O)N3CCN(S(=O)(=O)c4c(C)c(C)cc(C)c4C)CC3)c(C)c2c1	-40	-5	2	1.3	14	-12	.	.
O=C(CCc1ccccc1)NNC(=O)c1ccccc1Br	35	-3	-2	-0.3	4	2	1.2	-3
COc1ccc(C(C)=O)cc1CN1C(=O)C(C)N(c2ccc(C)cc2)C1=O (stereo not drawn)	4	0	-2	3.6	6	1	1.1	-4
C=CCC[C@@H](Cc1ccc(F)cc1)C(=O)OC[C@@H](Cc1c[nH]c2ccccc12)NC(=O)[C@H](CC=C)CC(=O)N[C@H](CO)Cc1ccccc1	7	0	-5	2.2	-9	4	0.96	-15
CC(=O)C[C@H](O)CC(=O)[C@@H]1OC(=O)CCCCC/C=C/Cc2ccccc21	10	0	-1	-1.5	-5	2	0.96	-13
CSc1ccc(C(=S)N2CCN(CCO)CC2)cc1	11	-5	0	0.5	36	0	1.1	-17
COCc1cc(C)nc(Nc2ccccc2OC)c1C#N	-142	1	-3	-0.9	11	-1	0.94	-13
Cc1ccc(Nc2nc(-c3c(C)nc4ccccn34)cs2)cc1	-288	10	1	23	33	0	0.94	-16
Clc1cnc(N/N=C/c2ccco2)c(Cl)c1	-70	-3	0	-0.4	15	-3	1.2	81*
CCN(CC)C(=O)c1nc[nH]c1C(=O)N(CC)CC	20	-14	0	3.4	-3	4	1	3
COc1cccc(C2Nc3ccccc3NC3=C2C(=O)CC(C)(C)C3)c1OC (stereo not drawn)	-11	2	-1	0.9	-15	2	1.3	-10
Cc1ccc(F)cc1NC(=O)CN1C(=O)NC(C)(c2ccc3c(c2)OCCO3)C1=O (stereo not drawn)	16	-5	0	-3.4	-8	0	0.91	2
CCC(CC)c1nnc(NC(=O)C2CC(=O)N(c3ccc4c(c3)OCCO4)C2)s1 (stereo not drawn)	12	2	0	0.2	1	0	1	-6

Retrieved by structure from above (2):
SMILES	SENP8 block	ATG4B inhibitor	GRIN3A LBD mod	MPTP block	PfG6PD inh	SENP1 inh	hIAP act	SENP6 inh
C=CCC[C@@H](Cc1ccc(F)cc1)C(=O)OC[C@@H](Cc1c[nH]c2ccccc12)NC(=O)[C@H](CC=C)CC(=O)N[C@H](CO)Cc1ccccc1	7	0	-5	2.2	-9	4	0.96	-15
CCN(CC)C(=O)c1nc[nH]c1C(=O)N(CC)CC	20	-14	0	3.4	-3	4	1	3

Part of the list above, as labelled records.
SMILES: COCc1cc(C)nc(Nc2ccccc2OC)c1C#N
  SENP8 block: -142
  ATG4B inhibitor: 1
  GRIN3A LBD mod: -3
  MPTP block: -0.9
  PfG6PD inh: 11
  SENP1 inh: -1
  hIAP act: 0.94
  SENP6 inh: -13

SMILES: Cc1ccc(Nc2nc(-c3c(C)nc4ccccn34)cs2)cc1
  SENP8 block: -288
  ATG4B inhibitor: 10
  GRIN3A LBD mod: 1
  MPTP block: 23
  PfG6PD inh: 33
  SENP1 inh: 0
  hIAP act: 0.94
  SENP6 inh: -16

SMILES: Clc1cnc(N/N=C/c2ccco2)c(Cl)c1
  SENP8 block: -70
  ATG4B inhibitor: -3
  GRIN3A LBD mod: 0
  MPTP block: -0.4
  PfG6PD inh: 15
  SENP1 inh: -3
  hIAP act: 1.2
  SENP6 inh: 81*

SMILES: CCN(CC)C(=O)c1nc[nH]c1C(=O)N(CC)CC
  SENP8 block: 20
  ATG4B inhibitor: -14
  GRIN3A LBD mod: 0
  MPTP block: 3.4
  PfG6PD inh: -3
  SENP1 inh: 4
  hIAP act: 1
  SENP6 inh: 3

Following part
SMILES	SENP8 block	ATG4B inhibitor	GRIN3A LBD mod	MPTP block	PfG6PD inh	SENP1 inh	hIAP act	SENP6 inh
CC(=O)c1cn(CCOc2ccc(F)cc2)c2ccccc12	2	-8	2	18	4	0	0.94	6
Clc1ccc(CN2C3=NCCCN3c3ccccc32)c(Cl)c1	22	3	0	-0.2	2	-8	1.1	4
CCOC(=O)C1CCN(C(=O)c2ccccc2N(C)S(C)(=O)=O)CC1	12	-4	-2	0.2	-5	1	0.98	-7
CC(=O)C1C(c2ccccc2OC(F)F)NC(=O)NC1(O)C(F)(F)F (stereo not drawn)	3	4	3	-6.0	0	-19	0.9	7
CC(C)COc1ccc(C(=O)OC2CC(C)(C)OCC2CN(C)C)cc1 (stereo not drawn)	33	-1	-2	68*	-2	1	0.98	-6
COc1cc(NC(=S)N2CCN(S(C)(=O)=O)CC2)cc(OC)c1	2	-9	2	-3.2	15	0	1.2	-12
CSc1ncccc1C(=O)OCC(=O)N(C)C	7	-5	1	1.2	4	4	0.96	8
O=C(CN1N=C(c2ccccc2)CCC1=O)NCCCN1CCc2ccccc2C1	17	29	-2	0.9	-7	-3	0.91	0
CCc1nnc(NC(=O)c2sc3nc4c(cc3c2N)CCCCC4)s1	-418	3	-3	1.2	-19	-25	1.3	6
Cc1cccc(C)c1OCc1cc(C(=O)NCc2ccc(Cl)s2)no1	17	61*	-15	1.2	8	-2	0.66	-6
COc1ccccc1COc1ccc2c(C)c(CC(=O)O)c(=O)oc2c1C	-336	0	1	0.2	-13	-21	1.1	-22
O=C(NCC(=O)N(c1ccc(F)cc1)C(C(=O)NC1CCCCC1)c1cccnc1)c1ccco1 (stereo not drawn)	18	1	0	-0.9	-3	0	1	-8
CN1CCN(c2ccccc2NC(=O)c2cccc(OCc3ccccc3)c2)CC1	7	9	1	0.8	5	2	0.88	-13
CCOC(=O)C[C@H]1c2cc(F)ccc2S(=O)(=O)N1Cc1ccc(OC)cc1	-5	-1	2	-2.0	22	0	0.85	3
Cc1ccc(-c2ncccc2OC(=O)C23CC4CC(CC(C4)C2)C3)cc1	-41	21	5	-0.6	5	2	0.84	-5
CCN1CCN(c2nc(Nc3cccc(F)c3)nc(N)c2[N+](=O)[O-])CC1	29	-8	1	0.0	4	2	0.91	-5
CCC(C(=O)NC1CC1)n1nc(C)c2c(C)n(-c3ccccc3)nc2c1=O (stereo not drawn)	14	6	0	-1.6	-16	0	1.2	5
COc1cc(C(=O)Oc2ccccc2/C=N/NC(=O)c2ccc(Cl)cc2Cl)cc(OC)c1OC	17	-8	-1	-0.8	7	-1	1.7	-4
Cc1ccc(C(=O)NCC(=O)OCc2cccc(Br)c2)cc1	6	-4	2	-2.0	3	1	1	-18
CCOCCc1nnc(NC(=O)c2cccs2)s1	15	-3	4	-1.3	-3	1	1	2
C#CCNc1c2c(nc3ncnn13)CC(C)CC2 (stereo not drawn)	22	-1	0	3.4	4	2	0.99	-10
COC(=O)c1ccc(OCCn2cnc3ccccc3c2=O)cc1	12	-1	0	0.2	17	3	0.86	4
COc1cc2c(cc1OC)CN(C(=O)c1ccncc1)CC2	-52	-3	3	-0.1	4	-2	1	-30
COc1ccccc1C(C)Nc1nc(-c2cccnc2)nc2ccccc12 (stereo not drawn)	-44	-5	-16	1.9	12	-3	0.86	-9
C[C@H](NC(=O)c1nc[nH]c1C(=O)N[C@@H](C)c1ccccc1)C(=O)OC(C)(C)C	12	-4	-2	-1.6	18	-1	1.3	-6
N#CCCN1CCN(S(=O)(=O)c2ccc(S(=O)(=O)N3CCCCCC3)cc2)CC1	14	0	1	-1.1	14	0	1.1	-22
O=C(NCCN1CCOCC1)c1ccc(F)cc1	4	1	-5	-1.7	-9	1	1	-19
CC(C)(C)C(=O)Nc1cc(S(=O)(=O)N2CCCCC2)ccc1N1CCCCC1	-13	-6	6	-0.5	13	-1	0.91	-7
Cn1c(=O)c2c(nc(NCc3ccc4c(c3)OCO4)n2Cc2ccccc2F)n(C)c1=O	15	10	-2	0.5	8	4	0.93	-8
CC(=O)Nc1ccc(Nc2cc(N(C)C)c3nonc3c2[N+](=O)[O-])cc1	31	-1	3	-1.2	0	-8	0.89	11
O=C(CCCSc1ccccc1)Nc1cccc(CO)c1	9	-6	-2	-1.0	5	0	1.1	-10
CCc1nc(OCCN(CC)CC)c2oc3ccccc3c2n1	19	-6	-4	0.4	-13	2	0.99	-6
CC(=O)Nc1ccc2nc(NC(=O)CN3CCOCC3)sc2c1	16	-6	-1	-0.9	-12	-2	1.1	-40
COc1cccc(-c2nc(OC(C)C)c3ccccc3n2)c1	12	-3	-1	0.9	4	0	1.1	-24
CC(NC(=O)c1cc(S(=O)(=O)N(C)C)ccc1Cl)c1ccc(-n2ccnc2)cc1 (stereo not drawn)	13	-6	0	-0.3	7	-2	0.91	-2
CCOC(=O)Cc1csc(NC(=O)CSc2nc3cccnc3n2CC)n1	4	-8	0	21	0	-1	1	-15
CCOCCCNCc1cccc(OC)c1	26	-10	0	0.1	-2	0	0.89	-7
CC(Oc1ccccc1)C(=O)Nc1cccc([N+](=O)[O-])c1 (stereo not drawn)	2	14	-1	-1.2	-12	1	0.88	-14
c1ccc(-c2nnc(N3CCCC3)nc2-c2ccccc2)cc1	29	3	-1	-0.8	-2	-1	0.84	9
CCOC(=O)C1CCN(C(=O)c2ccc(OCC(=O)Nc3cccc(C(F)(F)F)c3)c(OC)c2)CC1	3	-7	1	10	6	0	1.1	-10

Shown with values under each structure: 5 of the compounds above
Every second line gives: SENP8 block, ATG4B inhibitor, GRIN3A LBD mod, MPTP block, PfG6PD inh, SENP1 inh, hIAP act, SENP6 inh
COc1cccc(-c2nc(OC(C)C)c3ccccc3n2)c1
 : 12, -3, -1, 0.9, 4, 0, 1.1, -24
CC(NC(=O)c1cc(S(=O)(=O)N(C)C)ccc1Cl)c1ccc(-n2ccnc2)cc1 (stereo not drawn)
 : 13, -6, 0, -0.3, 7, -2, 0.91, -2
CCOC(=O)Cc1csc(NC(=O)CSc2nc3cccnc3n2CC)n1
 : 4, -8, 0, 21, 0, -1, 1, -15
CCOCCCNCc1cccc(OC)c1
 : 26, -10, 0, 0.1, -2, 0, 0.89, -7
CC(Oc1ccccc1)C(=O)Nc1cccc([N+](=O)[O-])c1 (stereo not drawn)
 : 2, 14, -1, -1.2, -12, 1, 0.88, -14

Remaining list, next part.
SMILES	SENP8 block	ATG4B inhibitor	GRIN3A LBD mod	MPTP block	PfG6PD inh	SENP1 inh	hIAP act	SENP6 inh
COc1cc(NC(=O)Nn2cnnc2)cc(OC)c1OC	5	-3	0	0.0	-10	5	0.9	-6
O=C(Nc1cccc(C(F)(F)F)c1)C1CCN(S(=O)(=O)c2cnc[nH]2)CC1	3	-2	-6	-0.3	-4	2	0.96	-16
Cc1ccc(C(=O)N/N=C\c2ccc[nH]2)cc1[N+](=O)[O-]	33	-6	-10	-1.6	9	2	1	-10
CC1CCCN(C(=O)CNC(=O)c2cccs2)C1 (stereo not drawn)	4	-5	2	0.0	-1	1	0.93	-16
CN(c1ccccc1)S(=O)(=O)c1cccc(NC(=O)c2cc(=O)c3ccccc3o2)c1	4	-20	-1	3.5	19	-3	0.88	-5
OCCNCCCCSc1ccc(Cl)cc1	11	-5	0	-0.4	-5	1	1	1
CC1=Nc2cc(C(=O)NCCN3CCOCC3)ccc2Sc2c(C)ccc(C)c21	10	-10	3	-3.6	4	-1	1.1	-8
